LEDGF integ inh: blockers of LEDGF/p75-dependent integrase strand transfer – biochemical, TR-FRET, high throughput, primary screen. HIV-1 integrase (with human LEDGF/p75). TR-FRET IN-LEDGF/p75 DNA integration, Eu/Cy5. inhibition, % at 3.7 µM. 370,000 tested, 0.64% active. AID 743269, 2014;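 active = inhibition above the screen-wide mean plus 3 SD, cut at about 13% in these data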;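 note: signal is the Cy5 over europium emission ratio at 671 and 618 nm; 0% = plate median of compound wells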
HTRA1 inhibitor: HTRA1 serine protease inhibitors, primary screen, biochemical, fluorescence polarization, HTS. AID 504803, 2011. Q92743. 340,000 tested, 0.5% active. recombinant HTRA1, FP-rhodamine activity-based probe. inhibition, % at 5.96 µM; in the data active = inhibition above about 36%;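 note: 0% = enzyme with DMSO and 100% = wells lacking enzyme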
MBD2 DNA inh: inhibitors of MBD2 binding to methylated DNA, primary screen, biochemical, TR-FRET, DNA-binding domain, human; MBD2 binding to methylated oligonucleotide; inhibition, % at 4.4 µM; 370,000 tested, 0.31% active; in the data active = inhibition above about 13%
TCR-CD3 inh: inhibitors of human TCR-CD3 interaction, primary screen, biochemical, fluorescence, TAMRA-labeled TCR probe | AID 651800, 2012 | inhibition, % at 9.4 µM | 360,000 tested, 0.37% active | T-cell receptor (TCR); in the data active = inhibition above about 19%;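 note: recombinant mutant TCR 2C K166C tagged with TAMRA read by polarization; 0% = receptor in buffer alone and 100% = receptor with positive control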
PRMT1 FP inh: PRMT1 methyltransferase inhibitors, primary screen, biochemical, fluorescence polarization. AID 652257, 2013. Protein arginine N-methyltransferase 1 (Homo sapiens), Q99873. inhibition, % at 2.79 µM. 370,000 tested, 1.3% active. recombinant PRMT1, activity-based probe fluorescence polarization;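 active = inhibition above about 21% made by adding two undisclosed values, limit read from the data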
Target sequence (Q99873 whole entry, looked up): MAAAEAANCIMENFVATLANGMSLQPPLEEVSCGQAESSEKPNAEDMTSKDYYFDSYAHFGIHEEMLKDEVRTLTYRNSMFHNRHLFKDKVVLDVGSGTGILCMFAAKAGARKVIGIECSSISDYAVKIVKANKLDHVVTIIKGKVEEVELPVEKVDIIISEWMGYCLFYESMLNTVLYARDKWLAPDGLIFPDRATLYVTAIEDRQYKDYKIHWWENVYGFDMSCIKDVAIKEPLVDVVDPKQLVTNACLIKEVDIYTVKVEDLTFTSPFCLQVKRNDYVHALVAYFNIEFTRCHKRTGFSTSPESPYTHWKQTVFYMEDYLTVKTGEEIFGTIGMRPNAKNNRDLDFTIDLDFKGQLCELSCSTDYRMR
rCAG RNA binder: binders of r(CAG) RNA repeats, primary screen, biochemical, fluorescence. r(CAG) RNA repeat, TO-PRO-1 dye displacement fluorescence. 370,000 tested, 1.3% active. inhibition, % at 3 µM;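 active = inhibition above the plate cutoff, the mean of all test compounds on that plate plus 3 SD, cut at about 35% in these data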;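 note: 0% = DMSO alone and 100% = 100 µM mitoxantrone as full dye displacement; higher means more dye released from RNA so lower well fluorescence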
TDP2 inh: human TDP2 enzyme inhibitors, primary screen, biochemical, epi absorbance, recombinant enzyme. Tyrosyl-DNA phosphodiesterase 2 (Homo sapiens), O95551. T5PNP hydrolysis, p-nitrophenol absorbance 415 nm. inhibition, % at 12.8 µM. 370,000 tested, 0.34% active. AID 720702, 2013;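 active = inhibition above the mean of all tested compounds plus 3 SD, set per campaign, cut at about 25% in these data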;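 note: 0% = DMSO with enzyme and 100% = buffer with substrate but no TDP2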
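Test system: human TDP2 enzyme; Input: 120 nM TDP2 per well; Buffer or medium: Mg2+-containing Tris-HCl buffer, pH 7.5; Reagent: 5 mM T5PNP; Dosing: 12.8 µM single point, 1% DMSO; Incubation: reaction 2 h, 37 °C; Detection: p-Nitrophenol epi absorbance; Read-out: % inhibition relative to enzyme-containing and enzyme-free wells; Replicates: single well per compound.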
ABHD4 inh: ABHD4 inhibitors, primary screen, biochemical, fluorescence polarization, mouse | AID 720543, 2013 | (Lyso)-N-acylphosphatidylethanolamine lipase (Mus musculus), Q8VD66 | purified mABHD4, FP-Rh probe fluorescence polarization | inhibition, % at 8.92 µM | 370,000 tested, 0.54% active;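 active = inhibition exceeding the mean over every tested compound plus 3 SD, cut at about 30% in these data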;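 note: 0% = plate median of compound wells and 100% = S159A mutant with DMSO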
Target sequence (Q8VD66 whole entry, looked up): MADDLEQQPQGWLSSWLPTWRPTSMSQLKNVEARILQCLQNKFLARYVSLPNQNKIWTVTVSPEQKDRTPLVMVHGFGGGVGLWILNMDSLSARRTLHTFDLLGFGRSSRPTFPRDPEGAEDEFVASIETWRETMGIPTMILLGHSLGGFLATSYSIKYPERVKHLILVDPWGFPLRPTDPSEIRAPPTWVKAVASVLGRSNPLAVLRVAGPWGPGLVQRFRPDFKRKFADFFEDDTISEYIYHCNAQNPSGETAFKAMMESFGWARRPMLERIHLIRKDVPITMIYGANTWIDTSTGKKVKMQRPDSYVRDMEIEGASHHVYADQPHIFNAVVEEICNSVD
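Assay system: Wild-type mouse ABHD4 protein | Medium: HEPES pH 7.0 buffer, 150 mM NaCl, 0.01% Pluronic F-127 | Incubation: Enzyme–compound pre-incubation 45 min, then probe 60 min, both 25 °C | Technique: Fluorescence polarization with parallel and perpendicular emission, 525/598 nm | Evaluation: % inhibition of FP-Rh probe binding versus controls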
SIAE inh: human SIAE inhibitors, primary screen, biochemical, fluorescence polarization, FP-Rh probe, 1536-well HTS; 370,000 tested, 0.69% active; SIAE FP-Rh probe binding; Sialate O-acetylesterase (Homo sapiens), Q9HAT2; inhibition, % at 9.66 µM;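 active = inhibition above a cutoff: mean of compounds within the control limits plus 3 SD of those, cut at about 17% in these data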;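 note: 0% = plate median of compound wells and 100% = probe without SIAE protein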
NPR2 activator: human GC-B receptor activators, primary screen, HEK293 GC-B cells, cGMP TR-FRET, EC30 CNP; 0% at EC30 CNP, 100% saturating CNP; activation, % at 10 µM; 370,000 tested, 0.11% active; Atrial natriuretic peptide receptor 2 (Homo sapiens), P20594; AID 1920062, 2024;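 active = activation at 10 µM reaching about 35% in either raw or pattern-adjusted values, limit read from the data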
The depositor's hits bear a star; / = not tested or not shown. A portion of the library. The share of hits here may be higher or lower than overall.

nr	SMILES	LEDGF integ inh	HTRA1 inhibitor	MBD2 DNA inh	TCR-CD3 inh	PRMT1 FP inh	rCAG RNA binder	TDP2 inh	ABHD4 inh	SIAE inh	NPR2 activator
1	O=[N+]([O-])c1cccc(CSc2nnc3ccccn23)c1	0	-8	-5	5	-4	-1	3	-1	1	4
2	O=C(NCc1ccco1)C1CCCN(S(=O)(=O)c2ccccc2[N+](=O)[O-])C1 (stereo unspecified)	-1	/	1	/	-2	1	-5	2	-1	-4
3	COc1ccc(/C=C2/SC(=O)N(CC(O)Cn3c4ccccc4c4ccccc43)C2=O)cc1 (stereo unspecified)	2	-37	-6	2	-2	15	-10	-7	-23	-2
4	COC(=O)c1ccc(C23CC4(C2)[C@H](CN(Cc2cccnc2)[C@@H]4c2ccccc2)C3c2ccc(C(F)(F)F)cc2)cc1 (stereo partly specified)	-2	/	2	8	-1	2	6	-5	-4	2
5	Cc1cc(C)c(Cn2c(=O)[nH][nH]c2=O)cc1Cn1c(=O)[nH][nH]c1=O	2	-3	3	-1	3	4	-1	-1	7	4
6	COc1ccc(S(=O)(=O)N2CCN(C(=O)c3ccc(=O)[nH]n3)CC2)cc1OC	2	2	-6	-2	-4	0	8	4	4	-6
7	COc1ccc(CCNC(=O)CNC(=O)N2CC(=O)Nc3ccccc32)cc1OC	1	2	-1	3	0	3	5	4	-1	0
8	COc1ccnc(Oc2ccc(F)cc2)c1C(=O)N/C=N/OCc1ccccc1	-1	4	1	5	0	0	-11	-1	-6	8
9	COCCNC(=O)Cn1nc(-c2ccccc2F)ccc1=O	-5	2	1	1	0	-2	-8	2	4	4
10	O=C(O)c1ccc(CNCc2ccccc2F)cc1	1	-2	-3	10	1	1	-5	3	1	0
11	Cc1cccc(N(CC(=O)NC(C)(C)C)C(=O)CS(=O)CC(=O)Nc2ccc(F)cc2)c1 (stereo unspecified)	5	3	-5	3	-3	-9	-4	-6	3	0
12	O=C(CNCCCO)Nc1cc(C(F)(F)F)cc(NC(=O)CNCCCO)c1Cl	0	2	8	-7	-1	0	7	-1	7	3
13	CC(C)N(Cc1ccccc1)C(=O)COC(=O)/C=C/c1cnc2ccccc2n1	3	0	-2	-2	1	-2	-4	0	2	5
14	CN(c1ccccc1)S(=O)(=O)c1cccc(NC(=O)C2=NN(c3ccccc3)C(=O)CC2)c1	-5	-21	5	-6	2	8	-1	-11	-3	-4
15	CCOc1ccccc1NC(=O)CCCCCN1C(=O)[C@@H]2Cc3ccccc3CN2C1=O	-1	-3	-6	5	0	-7	1	-1	1	1
16	CCOC(=O)c1cnc2c(C#N)c(C)nn2c1-c1ccccc1	6	-6	-2	-9	-4	10	-10	-4	-1	-4
17	O=C(NCc1ccco1)Nc1ccc([N+](=O)[O-])cc1	1	-5	0	-1	-1	-1	7	-5	-1	-6
18	CC(C)(C)OC(=O)N/N=C\c1cccnc1	-1	2	-6	9	-1	-3	1	-2	-2	-2
19	COc1ccc(S(=O)(=O)N2CCC(C(=O)NCc3ccccn3)CC2)cc1C	2	-4	6	0	0	-3	6	0	-2	-2
20	Cc1onc(-c2ccccc2)c1-c1csc(COc2ccccc2)n1	-2	-14	-2	3	-4	-4	14	-5	3	-2
21	C=CCN1C(=S)CC(c2ccccc2)=Nc2ccccc21	7	-7	-7	-3	-1	-4	7	7	8	-2
22	Cn1c(=O)[nH]c(=O)c2c1nc(CN1CCOCC1)n2Cc1ccccc1	-5	2	10	-6	2	-3	-14	-9	-2	2
23	COc1ccc(N2CCN(C(=O)C3CCN(S(=O)(=O)c4ccccc4)CC3)CC2)cc1	-2	7	2	3	0	-2	-5	8	-3	0
24	O=C(Nc1ccc(Cl)cc1)C1CCCN(S(=O)(=O)c2cnc[nH]2)C1 (stereo unspecified)	4	-1	2	1	0	3	10	4	3	-3
25	O=C(Cn1cnc2c(OCc3ccccc3)ncnc21)N1CCN(c2ccccn2)CC1	-1	7	-3	6	-3	1	6	7	0	6
26	O=C(Cc1ccc(F)cc1)N1CCN(c2ccc(F)cc2)CC1	0	7	0	0	2	-3	2	3	0	5
27	FC(F)(F)c1cnc(COc2cc(Cl)cc(Cl)c2)c(Cl)c1	-3	-2	0	-2	-3	-3	0	-1	-2	-8
28	COc1ccc(C(=O)N/N=C/c2ccc(OC)c(CN3CCN(c4ccc(F)cc4)CC3)c2)cc1	3	-6	-4	-6	-4	5	-16	0	0	-7
29	C[C@@H]1CN([C@@H](C)CO)C(=O)CCCn2nncc2CO[C@H]1CN(C)Cc1ccc(C(F)(F)F)cc1	-17	1	-9	6	1	-1	5	3	0	-5
30	O=C1C=C(NCc2ccco2)CCC1	-1	5	-2	-1	3	1	0	-4	-3	5
31	Cc1ccc(C)c2c1cc(C)c1nnc(SCC(=O)N3CCCc4ccccc43)n12	-2	-2	-3	1	-1	-3	6	2	0	-10
32	NC(=O)C1c2ccccc2Oc2ccccc21	-4	4	-3	-6	2	-1	-7	2	-4	0
33	Cc1cc(C(=O)N2CCN(C(c3ccccc3)c3ccccc3)CC2)on1	0	1	-5	-6	-1	-3	-5	-5	12	4
34	CCc1ccccc1N=Cc1c(C)c(C#N)c2[nH]c3ccccc3n2c1=O	1	-2	4	-13	0	1	-4	8	-2	34
35	CC=C1OC(n2cnc3c(N)ncnc32)C(O)C1O (stereo unspecified)	0	/	3	0	3	-1	6	-2	-1	-8
36	COc1ccc(N2CCN(C3CCCN(S(=O)(=O)c4ccccc4)C3)CC2)cc1 (stereo unspecified)	-2	0	1	5	0	-5	-3	1	7	13
37	CC(C)Oc1ccc(CN2CCCC(CO)(Cc3ccccc3)C2)cc1CO (stereo unspecified)	-3	-10	-1	6	1	-8	-13	4	-10	2
38	O=c1c2ccccc2nc(SCc2cn3ccsc3n2)n1-c1ccccc1	2	-25	-4	1	1	-5	-5	-10	-4	3
39	O=C(NCC(c1cccs1)N1CCOCC1)C1CCN(S(=O)(=O)c2ccccc2C(F)(F)F)CC1 (stereo unspecified)	-1	0	2	-2	-2	-4	-8	0	0	7
40	Cc1ccc2nc(NC(=O)CN(C)S(=O)(=O)c3cccc4nsnc34)sc2c1	4	1	0	-9	0	3	-6	-3	-2	-2

Two successive records from above:
nr	SMILES	LEDGF integ inh	HTRA1 inhibitor	MBD2 DNA inh	TCR-CD3 inh	PRMT1 FP inh	rCAG RNA binder	TDP2 inh	ABHD4 inh	SIAE inh	NPR2 activator
39	O=C(NCC(c1cccs1)N1CCOCC1)C1CCN(S(=O)(=O)c2ccccc2C(F)(F)F)CC1 (stereo unspecified)	-1	0	2	-2	-2	-4	-8	0	0	7
40	Cc1ccc2nc(NC(=O)CN(C)S(=O)(=O)c3cccc4nsnc34)sc2c1	4	1	0	-9	0	3	-6	-3	-2	-2

(further entries)
nr	SMILES	LEDGF integ inh	HTRA1 inhibitor	MBD2 DNA inh	TCR-CD3 inh	PRMT1 FP inh	rCAG RNA binder	TDP2 inh	ABHD4 inh	SIAE inh	NPR2 activator
41	COc1ccc(C)cc1S(=O)(=O)N(CC(=O)O)c1ccccc1	-3	2	1	4	3	3	14	2	-2	2
42	O=[N+]([O-])c1ccc(CSc2ncnc3ccccc23)cc1	-2	-8	6	2	6	2	-11	-11	-12	3
43	Cc1ccc(-c2[nH]ncc2C(=O)c2ccccc2C)c(O)c1	1	-7	-6	3	-2	4	-3	-1	3	-2
44	CC(C)(C)NS(=O)(=O)c1ccc(NS(=O)(=O)Cc2ccccc2)cc1	-3	-6	2	1	2	3	9	4	-2	6
45	CCN(CC)c1c(-c2ccccc2)c2cc(C)ccc2[nH]c1=O	-3	5	-8	7	-1	-1	-2	5	0	-19
46	CN(C)S(=O)(=O)c1cccc(NC(=O)COC(=O)[C@H](Cc2ccccc2)NC(=O)c2ccco2)c1	-1	-8	3	1	-1	3	-2	-3	7	0
47	CC(Oc1ccccc1)C(=O)N1CCC2(CC1)Oc1ccc(F)cc1C(=O)C21CC(c2ccc(Cl)cc2)=NO1 (stereo unspecified)	2	-9	-1	-1	2	13	9	-3	-8	0
48	CC(=O)N1CC2(C)CN(C(C)=O)CC(C)(C1)C2O (stereo unspecified)	-2	-1	3	6	0	-3	7	5	7	1
49	COCCN(C(=O)CCc1nnc(CCc2c[nH]c3ccccc23)o1)C(C)C	3	11	0	5	-2	-2	7	-2	2	1
50	CCOc1cc(/C=C(\CC(=O)O)c2nc3ccccc3s2)ccc1OC	-4	2	1	-9	7	18	-8	-5	5	3
51	CC(C)n1c(/C=C/c2ccccc2)nc2ccccc21	2	-15	-2	6	-1	-9	6	-8	4	2
52	O=C(NC1CCCCC1)c1ccc(CS(=O)Cc2ccccc2Cl)o1 (stereo unspecified)	-7	8	1	1	3	-5	1	-1	-3	6
53	Cc1cccc(OCC(=O)NCC(=O)N/N=C/c2cccs2)c1	-5	-2	-4	4	-2	2	8	7	3	3
54	CCOc1ccc(NC(=O)CN(C)C(=O)CN2C(=O)C3CCCCC3C2=O)cc1OCC (stereo unspecified)	5	4	3	-2	-2	-1	3	-2	-8	-1
55	C=CCNC(=O)/C=C/c1ccc(C(C)C)cc1	-5	0	1	-7	1	-4	6	-5	-2	0
